# High-throughput results (PubChem BioAssay)
# SKN-1 inh = blocks SKN-1 activity in C. elegans; C. elegans VP596 Pgst-4::GFP/RFP ratio, acrylamide-induced, 24 h; inhibition, % at 21.8 µM; 360,000 compounds, 0.49% hits; AID 624304;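 active = interference check ratio from 0.5 to 1.5 plus GFP to RFP signal ratio inhibition reaching or exceeding a fixed threshold, cut at about 30% in these data, passing the limit was not always enough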; note: some compounds called inactive have numbers as strong as hits
# Tb MetRS inh = Trypanosoma brucei MetRS inhibition. inhibition, % at 11.9 µM. 360,000 compounds, 0.4% hits. purified T. brucei MetRS, ATP depletion, Kinase-Glo luminescence;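 active = inhibition above a per-plate cutoff of the control wells' mean inhibition plus 3 SD, cut at about 5.5% in these data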;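 note: 0% = DMSO wells median and 100% = median of wells with control inhibitor compound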
#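 Test system: purified T. brucei MetRS enzyme. Also added: ATP, methionine and E. coli bulk tRNA substrates. Compound: 11.9 µM single point. Schedule: 15 min enzyme-compound preincubation, 2 h reaction, 10 min detection, 25 °C. Signal: luciferase luminescence of residual ATP, Kinase-Glo. Evaluation: percent inhibition versus plate control medians. Controls: DMSO wells, low control.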
# FAS-TE inh = FAS thioesterase (human) inhibition; inhibition, % at 15 µM; 360,000 compounds, 0.67% hits; recombinant FAS-TE, OMFH fluorogenic substrate, fluorescence endpoint; AID 602261; P49327;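 active = compounds whose normalised, plate-corrected inhibition of enzyme fluorescence in the single-dose primary screen is 50% or more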;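 note: 0% = DMSO with enzyme and 100% = substrate without enzyme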
# CendR NRP1 mod = alters CendR peptide binding to human NRP-1; FAM-RPARPAR peptide binding to NRP-1, fluorescence polarization; inhibition, % at 25 µM; 360,000 compounds, 0.85% hits;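 active = inhibition or corrected inhibition above about 18%, plus a signal ratio from 0.5 to 1.5, limit read from the data, passing the limit was not always enough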; note: strong numbers were not always called active
# Target sequence (O14786 whole entry, looked up): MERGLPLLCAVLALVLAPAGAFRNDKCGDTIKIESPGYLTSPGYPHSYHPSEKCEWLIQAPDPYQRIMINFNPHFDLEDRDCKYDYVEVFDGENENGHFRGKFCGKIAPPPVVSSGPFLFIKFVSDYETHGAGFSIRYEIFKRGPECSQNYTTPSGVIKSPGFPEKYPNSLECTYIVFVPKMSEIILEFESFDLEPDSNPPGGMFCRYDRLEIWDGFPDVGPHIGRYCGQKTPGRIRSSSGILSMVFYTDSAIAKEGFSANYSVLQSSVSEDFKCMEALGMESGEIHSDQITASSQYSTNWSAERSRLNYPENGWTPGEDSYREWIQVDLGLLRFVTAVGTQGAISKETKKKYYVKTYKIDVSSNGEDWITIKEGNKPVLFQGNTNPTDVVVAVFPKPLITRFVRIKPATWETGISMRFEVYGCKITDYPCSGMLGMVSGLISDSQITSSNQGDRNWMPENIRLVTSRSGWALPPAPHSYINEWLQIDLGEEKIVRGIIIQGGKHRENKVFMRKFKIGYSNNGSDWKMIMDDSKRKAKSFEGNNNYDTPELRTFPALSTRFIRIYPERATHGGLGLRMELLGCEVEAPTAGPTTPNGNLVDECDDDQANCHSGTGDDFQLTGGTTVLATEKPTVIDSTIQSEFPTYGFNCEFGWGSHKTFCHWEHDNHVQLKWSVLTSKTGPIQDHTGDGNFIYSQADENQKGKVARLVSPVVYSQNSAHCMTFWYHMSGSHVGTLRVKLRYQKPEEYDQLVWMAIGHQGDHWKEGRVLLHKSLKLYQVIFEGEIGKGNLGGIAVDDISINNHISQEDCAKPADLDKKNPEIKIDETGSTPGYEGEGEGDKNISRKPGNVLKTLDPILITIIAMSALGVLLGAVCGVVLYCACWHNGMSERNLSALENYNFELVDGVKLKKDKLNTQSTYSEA
# eLon inh = E. coli protease La inhibition; P0A9M0; purified E. coli Lon protease, fluorescence polarization; inhibition, % at 7.94 µM; 360,000 compounds, 0.42% hits; in the data active = inhibition above about 13%, passing the limit was not always enough;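 note: 0% = enzyme with probe and DMSO and 100% = no enzyme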
# bovine MsrA act = activators of bovine methionine sulfoxide reductase A | purified bovine MsrA, absorbance read-out | activation, % at 10.6 µM | 360,000 compounds, 0.3% hits | AID 602163; in the data active = activation above about 7.5%;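 note: 0% = vehicle and 100% = reference activator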
# MT1-MMP act inh = blocks activation of human MT1-MMP. P50281. HT1080 RFP-PRO-GFP cells, GFP/RFP ratio fluorescence, overnight; percent of plate control window, DMSO zero. GFP/RFP ratio change, % at 20 µM. 360,000 compounds, 0.061% hits;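 active = GFP/RFP ratio change of at least 30% with cell ATP level not reduced by more than half and red fluorescence within 50% of control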; note: strong numbers were not always called active
#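 Assay system – RFP-PRO-GFP reporter HT1080 cells · Compound dosing – single dose of 20 µM compound, 1% DMSO final · Incubation – overnight compound exposure at 37 °C · Measure – GFP/RFP fluorescence ratio · Benchmarks – DMSO wells and RFP-L50D-GFP cells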
# PABP1 MLLE inh = blocks PAM2 peptide binding to the PABP1 MLLE domain; P11940; GST-MLLE / FITC-PAM2 fluorescence polarization; inhibition, % at 20 µM; 360,000 compounds, 0.36% hits; in the data active = inhibition above about 35%, passing the limit was not always enough;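 note: plate controls were DMSO wells with GST-MLLE for no effect and wells lacking GST-MLLE protein for full effect; some results filed as inactive read as strong as hits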
# MsrA inh = bovine MsrA inhibition | purified bovine MsrA, absorbance read-out | inhibition, % at 15.5 µM | 360,000 compounds, 0.75% hits | AID 651718; in the data active = inhibition above about 4.5%;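 note: 0% = vehicle wells with enzyme and 100% = reference inhibitor wells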
# An asterisk follows results filed as active; x = not tested or not shown. The order is random; any-hit rate near 4%.
Compound	SKN-1 inh	Tb MetRS inh	FAS-TE inh	CendR NRP1 mod	eLon inh	bovine MsrA act	MT1-MMP act inh	PABP1 MLLE inh	MsrA inh
O=C(CCCn1c(=S)[nH]c2cc3c(cc2c1=O)OCO3)NC1CC1	3	-0.6	-9	12	-3	-3	7	-41	1.3
COCCn1c(SCC(=O)N(C)c2ccccc2)nc2c([nH]c3ccccc32)c1=O	8	-0.2	-7	3	-15	0	-5	13	-0.7
C[C@H]1CN([C@@H](C)CO)C(=O)CCCn2cc(nn2)CO[C@@H]1CN(C)S(=O)(=O)c1cccs1	-5	-0.7	-5	8	-10	-1	4	12	-1.3
C[C@H](CO)N1C[C@H](C)[C@@H](CN(C)Cc2ccc3c(c2)OCO3)Oc2c(NC(=O)C3CCCCC3)cccc2C1=O	-7	-0.5	20	7	-6	-13	-2	15	0.3
CCSCc1nnc(SCC(=O)Nc2cccc(SC)c2)n1C	27	0.1	-8	-11	-1	1	-1	2	-0.7
C=CCn1c(=O)c(C(=O)NCCc2ccc(Cl)cc2)c(O)c2cc(OC)c(OC)cc21	9	0.3	3	3	-14	-2	-1	7	-0.8
CCOc1ccc(CCNC(=O)COC(=O)c2cc(S(=O)(=O)N3CCOCC3)ccc2F)cc1OCC	-13	-0.3	-7	7	-1	-7	-2	-22	-0.8
O=C(c1cn(Cc2ccccc2)nc1-c1cccnc1)N1CCc2ccccc2C1	9	0.1	-3	7	-2	-2	-3	-1	0.3
O=C(N/N=C\c1ccccc1)c1cccc(C(=O)N/N=C\c2ccccc2)n1	9	0.3	7	-8	1	-2	3	-13	-0.4
Cn1nc(-c2ccccc2)c2cc([N+](=O)[O-])ccc21	-11	-1.1	24	0	-4	-6	2	3	-0.5
O=S1(=O)CCOC[C@H](c2ccccc2)N1Cc1cccc(Cl)c1	6	-0.4	8	20	5	-3	3	8	0.8
CCC(C)(C)c1ccc(OCCCC[n+]2cccc(C)c2)c(C(C)(C)CC)c1	-1	-1.2	5	3	-8	-6	-50	1	-0.5
CC1=C(C#N)C(NC(=O)C2CC2)(C(F)(F)F)C(=O)N1 (centres undefined)	-3	-0.8	-6	2	7	-6	3	-11	2.6
Cn1c(=O)c2c(-c3ccccc3)n(-c3cc(Cl)c([N+](=O)[O-])cc3O)cc2n(C)c1=O	1	1.0	0	16	5	-1	2	3	0.0
CCC(=O)N1CCN(c2ccc(NC(=O)c3ccc4c(c3)OCO4)cc2)CC1	10	-0.4	-6	-13	-4	-3	4	-4	1.6
O=C(COc1nc2ccccc2nc1N1CCOCC1)Nc1ccc(S(=O)(=O)N2CCCC2)cc1	-1	-0.2	6	-38	-25	-3	-3	-30	2.7
CC(C)n1cnc2c(N(C)c3cccc(Cl)c3)nc(N(CCO)CCO)nc21	22	-0.2	-1	4	-6	-2	9	6	1.8
CN1CCN(C(=S)NC(=O)c2ccco2)CC1	9	-0.3	-6	4	-6	-1	3	15	1.6
O=c1[nH]c2cc3c(cc2cc1CN(CCc1ccccc1)C(=S)NCCCN1CCOCC1)OCCO3	-12	0.6	4	-4	-5	-2	-2	-125	2.1
COc1ccc(Nc2c3c(nc4ccccc24)CCC3)c(OC)c1	7	1.7	-4	3	1	-1	-3	-8	2.5

# Continued; the last 2 above are carried over.
Compound	SKN-1 inh	Tb MetRS inh	FAS-TE inh	CendR NRP1 mod	eLon inh	bovine MsrA act	MT1-MMP act inh	PABP1 MLLE inh	MsrA inh
O=c1[nH]c2cc3c(cc2cc1CN(CCc1ccccc1)C(=S)NCCCN1CCOCC1)OCCO3	-12	0.6	4	-4	-5	-2	-2	-125	2.1
COc1ccc(Nc2c3c(nc4ccccc24)CCC3)c(OC)c1	7	1.7	-4	3	1	-1	-3	-8	2.5
O=C(CCCCn1c(=O)c2ccccc2n(Cc2ccccc2F)c1=O)NC1CCN(Cc2ccccc2)CC1	2	0.6	3	-18	2	-2	2	-1	0.1
CCOc1cc(/C=C/C(=O)O)ccc1OCCO	6	-0.3	-6	-2	-6	-3	0	13	0.2
C[C@@H]1COc2cccc(N3CCC[C@@H]3CO)c2S(=O)(=O)N1	4	0.1	-6	2	-6	0	4	x	-0.5
COc1ccc(CCC(=O)NCCS(=O)(=O)N2CCN(c3ccc(F)cc3)CC2)cc1	-4	-0.3	0	1	3	6	4	17	-1.7
O=C1O[C@@H](c2ccccc2)C[C@@H](O)[C@H](O)CCCCc2ccccc21	1	0.3	-1	4	2	-1	0	x	-1.3
COc1cccc(-c2ncc3ccccc3c2COC(=O)N2CCCCC2)c1	-3	0.3	11	-6	18	-13	-4	18	-0.6
C[C@H](CO)N1C[C@H](C)[C@@H](CN(C)C(=O)Nc2ccccc2)Oc2ccc(NC(=O)c3ccncc3)cc2C1=O	-2	-0.2	-13	-7	3	-1	0	-75	-0.4
O=C(NCCCN1CCOCC1)c1nn2c(C(F)(F)F)cc(-c3ccco3)nc2c1Cl	12	-0.1	-5	0	-8	-3	-1	-11	0.5
CCCn1nnc(NC(=O)c2cccnc2Cl)n1	-9	-1.3	-9	2	0	-13	-1	0	1.9
COc1ccccc1NS(=O)(=O)c1ccc(C)c(C(=O)N2CCN(c3ccc(O)cc3)CC2)c1	24	-0.3	-2	5	4	-2	3	6	0.8
C=CCn1c(SCC(=O)NCc2ccccc2)nnc1-c1cc(Br)ccc1O	1	0.1	2	2	-3	-2	8	-76	-0.1
Cc1cccc(CN2C(=O)[C@H]3Cc4c([nH]c5ccccc45)C(C)(C)N3C2=O)c1	13	-0.2	21	15	-3	-1	0	-5	-0.3
CC12C=CC3(O1)C(C(=O)N(c1ccccc1)C3C(=O)NC1CCCC1)C2C(N)=O (centres undefined)	-14	-1.2	-8	9	7	-7	1	6	1.5
CCOC(=O)C1CCN(C(=O)COC(=O)Cc2ccc(Cl)cc2)CC1	2	-0.5	-2	-4	-15	-2	3	-4	-1.5
CN(C1CCCC1)C1CCN(C(=O)CNC(=O)/C=C/c2ccc(F)cc2)CC1	8	-0.1	-2	-1	-10	4	4	-1	0.0
O=C(Nc1ccccc1OC(F)F)c1cc2c(s1)CCC2	8	-0.3	6	7	-9	-1	-2	1	0.4
COCCNc1nc(NCCOC)c2sc(-c3ccccc3)cc2n1	10	0.1	2	2	-13	-3	2	6	1.7
CSc1nnc(Cn2c(=O)sc3ccccc32)n1-c1ccccc1C	2	-0.3	-6	2	-2	-5	0	-1	-0.5
Cc1ccc(CNC(=O)c2nnn(-c3cccc(C)c3)c2N)cc1	12	0.2	3	5	-3	1	-9	7	0.6
COc1ccc(C(=O)N2CCCC(Nc3ccc(F)cc3)C2)c(OC)c1 (centres undefined)	-2	-0.4	-6	-3	-4	-4	2	2	-0.2
COc1ccc(-n2nnnc2SCC(=O)NC2CCCC2)cc1OC	14	0.1	-1	0	0	-2	2	-13	0.7
CCOC(=O)[C@]12CCC=C1N(Cc1ccc3c(c1)OCO3)C(=O)[C@H](CC(=O)NCCCCc1ccccc1)C2	3	-1.4	17	-13	-4	-8	2	x	0.2
COC(=O)c1ccc2nc(-c3ccc(OC)c(OC)c3)c(CC3CCCCC3)n2c1	-3	-1.2	17	-14	-7	-9	-1	-2	0.7
COc1ccc(C2=NS(=O)(=O)N(C)C(C(=O)NC3CCCCC3)=C2)cc1	2	-0.9	5	-7	-13	-10	10	11	2.9
Nc1c(C(=O)Nc2ccccc2)sc2ncc([N+](=O)[O-])cc12	15	-0.2	3	-21	-6	-3	-1	-16	0.2
CCN(CC)C(=O)CSc1nnc(-c2ccc(F)cc2)n1N	-1	-1.2	-1	2	-11	-2	4	-2	0.5
CC(OC(=O)c1ccc(C(C)(C)C)cc1)C(=O)NC1CCCCC1C (centres undefined)	-16	-0.9	24	4	2	-14	1	-22	0.3
CCCCS(=O)(=O)Nc1ccc2ncn(C)c(=O)c2c1	0	-0.1	-4	-2	-3	-3	17	-9	0.6
CCOc1ccc2[nH]c(=O)c(CN(Cc3ccccc3OC)C(=O)c3ccccc3)cc2c1	4	-0.6	-11	6	-10	-4	-6	-18	-0.1
CN(C(=O)c1ccccc1)c1ccc(OCC(=O)NC2CCS(=O)(=O)C2)cc1 (centres undefined)	-3	-0.7	-7	-1	1	-5	5	7	-0.1
CCCn1c(N)c(N(CCOC)C(=O)CCC2CCCCC2)c(=O)[nH]c1=O	9	0.3	0	6	-11	0	-1	-24	-0.7
COC(=O)c1nonc1NCn1nnc2ccccc21	10	-0.3	-4	7	-7	0	0	-1	0.2
COc1cccc(N(CC(=O)NCCSCc2ccco2)S(=O)(=O)c2ccccc2)c1	-9	-0.7	4	6	4	-7	-1	24	-0.6
COc1ccc(Cn2c(SCc3ccccc3C)nc3cc(OC)c(OC)cc3c2=N)cc1	-19	-1.1	27	6	-4	-10	-38	-103	0.6
Cc1occc1C(=O)NNC(=O)c1nn(C)c(=O)c2ccccc12	13	-0.3	-7	-7	2	-2	-1	-16	-1.0
COc1cccc(NC(=O)Cn2c3ccc(F)cc3c3nc4n(c(=O)c32)CCS4)c1	26	0.2	12	0	1	-1	2	-14	0.4
CN(C)CCCN(C(=O)c1ccc(S(=O)(=O)N(C)C2CCCCC2)cc1)c1nc2ccc(Br)cc2s1	-26	-0.5	20	3	15	-4	-2	8	0.3
Cc1ccc(NC(=O)c2cccc(NC(=O)CC3SC(N4CCCCC4)=NC3=O)c2)nc1 (centres undefined)	3	-0.3	-8	-3	-11	-1	-2	-4	1.0
Cc1c(N=Nc2ccc(N(C)C)cc2)c(=O)n(-c2ccccc2)n1C	10	0.1	-4	-54	-32	-4	5	-61	1.2
O=C(CSc1nccc(=O)[nH]1)NCc1ccc(Cl)cc1	3	-1.7	-2	-20	4	-13	x	1	-1.5
CC1CN(C(=O)c2cnn3c(C(F)F)cc(-c4ccccc4)nc23)CC(C)O1 (centres undefined)	5	-1.2	-1	-10	-12	-4	1	-5	2.2
CSc1ccc(CN(C)C(=O)c2cc3ccccc3o2)cc1	1	-0.2	17	7	1	-5	0	-10	-0.6
Cc1cc(NC(c2ccc(Cl)cc2)c2ccc3cccnc3c2O)no1 (centres undefined)	-12	-0.5	8	13	1	-2	-1	-9	1.2
O=C(Nc1ccn(CC(=O)N2CCN(c3ccccn3)CC2)c(=O)n1)OCc1ccccc1	-3	-0.1	-13	-1	3	-1	2	2	-1.1
CCOc1cc(N2CCOCC2)c(OCC)cc1NC(=O)CN1C(=O)NC2(CCCCCCC2)C1=O	-3	-0.5	2	-4	2	0	5	-7	-0.8
CCCc1cc(=O)n2nc(N3CCC(C(=O)N4CCN(c5ccc(OC)cc5)CC4)CC3)sc2n1	8	-0.1	-1	10	-4	-4	2	1	-0.4
COc1ccc(N(CC(=O)NC(C)(C)C)S(=O)(=O)c2ccccc2)cc1OC	0	-0.3	-9	5	9	-1	0	10	0.9
CC(=O)c1ccc(NC(=O)c2ccc(NC(=O)CCS(=O)(=O)c3cccs3)cc2)cc1	-5	0.4	17	7	4	-5	-1	-2	-0.1
